Assay outcomes: PubChem, National Center for Advancing Translational Sciences (NCATS)
NPC1 promoter act – qHTS Assay for NPC1 Promoter Activators; actives 2.4% (n = 320,000); Huh7 NPC1 promoter luciferase reporter, 24 h; Potency, µM (titrated, usually from 9.22 µM), without a hit: at the top dose activation, usual class: activators;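 note: potency is the fitted concentration of half-maximal effect; % of control where 0% means no effect; nearly all actives have a fitted effect of over 60% in size; reporter is driven by a mutant NPC1 promoter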
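Luminescence read-out of NPC1 promoter-driven luciferase in stably transfected Huh7 cells; compounds delivered in DMSO and left 24 h at 37C, 5% CO2, qHTS titration format.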
FLuc modulator – qHTS profiling assay for firefly luciferase inhibitor/activator using purifed enzyme and Km concentrations of substrates (counterscreen for miR-21 project); purified FLuc, Km substrates, luminescence inhibition; Luciferin 4-monooxygenase (Photinus pyralis), P08659; Potency, µM (top dose mostly 57.5 µM), for the others: at the top dose activity change, negative = inhibition, hits mostly inhibitors; actives 6.9% (n = 360,000); AID 588342, 2011;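 note: potency is the fitted concentration of half-maximal effect; plate controls were vehicle for no effect and reference inhibitor for full effect; nearly all actives have a fitted effect of over 55% in size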
Target sequence (P08659 whole entry, looked up): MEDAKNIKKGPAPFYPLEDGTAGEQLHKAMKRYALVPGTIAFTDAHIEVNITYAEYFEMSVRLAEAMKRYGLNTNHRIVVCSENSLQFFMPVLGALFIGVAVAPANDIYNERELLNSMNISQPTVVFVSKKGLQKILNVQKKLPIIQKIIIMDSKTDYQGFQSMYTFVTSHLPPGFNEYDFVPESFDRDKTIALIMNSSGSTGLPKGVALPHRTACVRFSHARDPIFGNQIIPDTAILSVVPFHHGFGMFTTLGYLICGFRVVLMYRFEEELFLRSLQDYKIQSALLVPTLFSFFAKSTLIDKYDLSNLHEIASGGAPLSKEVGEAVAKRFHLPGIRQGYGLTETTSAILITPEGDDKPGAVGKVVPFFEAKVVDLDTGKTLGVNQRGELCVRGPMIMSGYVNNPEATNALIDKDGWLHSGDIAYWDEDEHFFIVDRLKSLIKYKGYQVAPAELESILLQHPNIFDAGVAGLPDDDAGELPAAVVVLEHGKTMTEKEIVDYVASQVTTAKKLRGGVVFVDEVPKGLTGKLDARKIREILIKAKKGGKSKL
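Purified P. pyralis luciferase, 10 nM final, with Km-level 10 uM D-luciferin and 10 uM ATP in 50 mM Tris acetate pH 7.5, 10 mM Mg acetate, 0.01% Tween-20, 0.05% BSA; 6-point qHTS titration about 60 µM downward; luminescence read.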
p53 reactivator – qHTS assay for re-activators of p53 using a Luc reporter; H1299 p53-A138V BP100-luciferase reporter, luminescence, 24 h; Potency, µM (doses to about 92.2 µM), inactives show at the top dose activity change, positive = activation, usual class: activators; actives 0.063% (n = 320,000); note: potency is the fitted concentration of half-maximal effect; % of control where 0% means no effect; nearly all actives have a fitted effect of over 45% in size
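p53-null H1299 cells stably carrying temperature-sensitive p53-A138V and a BP100-luciferase reporter were pinned with compounds (4-point, 1:5 series) and held 24 hrs at 37 deg C. Luminescence was read 10 min after detection reagent.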
Rab9 promoter act – qHTS Assay for Rab9 Promoter Activators; Huh7 Rab9 promoter-luciferase reporter, luminescence, 24 h; Potency, µM (series often up to 9.22 µM), for inactives: at the highest dose activation, negative = inhibition, hits mostly activators; actives 2.8% (n = 320,000); note: potency is the fitted concentration of half-maximal effect; % of control where 0% means no effect; nearly all actives have a fitted effect of over 60% in size
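Huh7 cells stably carrying Rab9 promoter–luciferase reporter, plated 1500 cells/well, compound added after 2 h and incubated 24 h at 37 °C; luciferase luminescence then read after 10 min with detection reagent.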
RORg inh – qHTS for inhibitors of ROR gamma transcriptional activity; Drosophila S2 Gal4-RORgamma UAS-luciferase reporter, 20 h; Potency, µM (top dose mostly 53.6 µM), inactives show at the highest dose activity change, negative = inhibition, usual class: inhibitors; actives 5.4% (n = 310,000); AID 2551, 2010; note: potency is the fitted concentration of half-maximal effect; % is set by controls: 0 for no effect and ±100 for the full control effect; nearly all actives have a fitted effect of over 60% in size
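ROR gamma transcriptional activity was tracked as Gal4-UAS luciferase output in stably transfected Drosophila Schneider cells, with compound added 1 hr before 700 uM copper sulfate induction and a 20 hr ambient-temperature incubation.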
Tb PFK inh – qHTS Assay to Find Inhibitors of T. brucei phosphofructokinase; ATP-dependent 6-phosphofructokinase (Trypanosoma brucei brucei), O15648; T. brucei PFK, ADP-Glo luminescence; Potency, µM (titrated, usually from 57.5 µM), for the others: at the highest dose activity, negative = inhibition, actives largely listed as inhibitors; actives 0.17% (n = 330,000); AID 485367, 2010;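 note: potency is the fitted concentration of half-maximal effect; 0% = uninhibited 1x PFK enzyme wells and -100% = no-enzyme wells; nearly all actives have a fitted effect of over 60% in size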
Target sequence (O15648 whole entry, looked up): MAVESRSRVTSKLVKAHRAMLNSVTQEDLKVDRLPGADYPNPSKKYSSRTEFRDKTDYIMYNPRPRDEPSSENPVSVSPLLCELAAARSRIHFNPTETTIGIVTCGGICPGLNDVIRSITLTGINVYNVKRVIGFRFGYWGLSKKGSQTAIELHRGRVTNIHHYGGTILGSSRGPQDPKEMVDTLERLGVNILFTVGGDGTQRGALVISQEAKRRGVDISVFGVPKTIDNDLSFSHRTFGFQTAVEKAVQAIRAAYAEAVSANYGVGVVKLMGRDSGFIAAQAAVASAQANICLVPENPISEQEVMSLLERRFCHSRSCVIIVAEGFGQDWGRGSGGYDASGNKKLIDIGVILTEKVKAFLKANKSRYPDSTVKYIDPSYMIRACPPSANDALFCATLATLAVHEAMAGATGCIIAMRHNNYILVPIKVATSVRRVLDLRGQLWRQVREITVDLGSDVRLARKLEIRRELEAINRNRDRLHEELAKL
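ADP-Glo luminescence quantified ADP after 45 min at room temperature, with 1.25 nM T. brucei PFK, 0.1 mM ATP and 0.5 mM fructose-6-phosphate in pH 8.0 TEA buffer. qHTS titrations up to 57 µM; curves classified by quality.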
ELG1 DNA repair – qHTS screen for small molecules that inhibit ELG1-dependent DNA repair in human embryonic kidney (HEK293T) cells expressing luciferase-tagged ELG1; Potency, µM (doses to about 46.1 µM), inactives show at the highest dose activity change, negative = inhibition, usual class: inhibitors; HEK293T ELG1-luciferase reporter, luminescence, 16 h; DNA damage induced by 5-fluorouridine; actives 2.3% (n = 330,000); note: potency is the fitted concentration of half-maximal effect; % is set by controls: 0 for no effect and ±100 for the full control effect; nearly all actives have a fitted effect of over 55% in size
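HEK293T cells expressing luciferase-tagged ELG1 (2,000/well) received 5-Fluorouridine plus compound or DMSO for 16 hr at 37 °C. Luciferase was read by ONE-Glo luminescence after 30 min at room temperature.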
Gal4-VP16 FLuc – VP16 counterscreen qHTS for inhibitors of ROR gamma transcriptional activity; Drosophila S2 Gal4-VP16 UAS-luciferase, luminescence, 20 h; AID 2546, 2010; actives 3.5% (n = 310,000); Potency, µM (series often up to 53.6 µM), for the others: at the highest dose activity, negative = inhibition, hits mostly inhibitors;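 note: Gal4-VP16 expression switched on by copper sulfate through the metallothionein promoter; potency is the fitted concentration of half-maximal effect; % is set by controls: 0 for no effect and ±100 for the full control effect; nearly all actives have a fitted effect of over 50% in size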
TRPV1 ag – HTS Assay for Compounds that Act as Agonists of the Vanilloid Receptor 1. TRPV1-expressing cells, Fluo-8 calcium influx, agonist mode. activation, % at 8.33 µM. actives 0.19% (n = 320,000); in the data active = activation above about 80%; inconclusive = between about 30% and that limit; note: 0% is about no effect
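Cells expressing TRPV1 were dye-loaded with Fluo-8 and read kinetically: 10 s baseline, 3 min after compound (agonist portion), then 2 min after EC20 capsaicin (allosteric enhancer portion). Calcium-bound dye fluorescence at 480/520 nm.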
ELG1 genotox – qHTS screen for small molecules that induce genotoxicity in human embryonic kidney (HEK293T) cells expressing luciferase-tagged ELG1. Potency, µM (series often up to 46 µM), inactives show top-dose activity change, positive = activation, most hits filed as activators. actives 1.3% (n = 330,000). HEK293T ELG1-luciferase reporter, luminescence, 16 h; note: potency is the fitted concentration of half-maximal effect; % of control where 0% means no effect; nearly all actives have a fitted effect of over 60% in size
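ELG1-luciferase HEK293T cells, 2,000/well; compound pinned in; 16 hr, 37 °C, 5% CO2; ONE-Glo, 30 min RT; luminescence on CCD imager.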
BRCA1 expr up – qHTS Assay to Identify Small Molecule Activators of BRCA1 Expression | MCF7-BRCA1-FFLuc reporter, luminescence, 48 h; response scale: scaled: vehicle 0%, 10 µM genistein 100% | Potency, µM (highest dose often 46.1 µM), for the others: at the highest dose activation, actives largely listed as activators | actives 1.1% (n = 380,000); note: potency is the fitted concentration of half-maximal effect; nearly all actives have a fitted effect of over 80% in size; some results filed as inactive show a strong effect at the top dose
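Reporter cells (MCF7, BRCA1 promoter-firefly luciferase) received library compounds across a concentration series for 48 h. End-point luminescence was measured and concentration-effect curves derived after normalization.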
* = called active by the depositor; ? = inconclusive; / = no result given; [ ] = another dose, or the depositor's remark. Unless noted, calls come from the whole dose curve; as a rule, active = well fitted curve in the direction sought with a large enough effect; inconclusive = small, poorly fitted or top-dose-only effect, or another doubt; inactive = no such curve, though single readings can be large; an effect the other way counts as inactive or inconclusive. This is a random part of the collection; any-hit rate near 15%.

structure	Gal4-VP16 FLuc	Tb PFK inh	FLuc modulator	ELG1 DNA repair	ELG1 genotox	RORg inh	BRCA1 expr up	Rab9 promoter act	TRPV1 ag	p53 reactivator	NPC1 promoter act
CCOC(=O)C1(Cc2cccc(OC)c2)CCN(Cc2cnc(N)nc2)CC1	3%	-3%	0%	-5%	-3%	1%	-1%	-3%	6	-1%	1%
COC(=O)c1ccccc1Oc1nc(Cl)cc(OC)n1	6%	-1%	4%	8%	-1%	-9%	-10%	-1%	-6	-1%	-1%
CCO/C=C1/C(=O)N(c2ccccc2OC)C(=O)c2ccccc21	2%	5%	?	14%	2%	-9%	-23%	-3%	-3	1%	0%
O=C(c1ccc(F)cc1)N1CCN(C(=O)c2ccc([N+](=O)[O-])cc2)CC1	2%	-6%	2%	12%	3%	5%	-4%	-9%	1	1%	-3%
CC(=O)Nc1ccc(C(=O)OCC(=O)N(Cc2ccccc2)C(C)(C)C)cc1	4%	2%	6%	0%	-2%	33%	5%	1%	3	-3%	2%
O=C(NNC(=S)Nc1ccc(Br)cc1)c1ccc(N2CCOCC2)c([N+](=O)[O-])c1	13µM*	0%	-6%	-1%	-1%	13µM*	-34%	-5%	2	9%	-6%
CCOC(=O)c1ccc(NC(=O)NCCN2CCCCC2)cc1	-11%	0%	0%	0%	-4%	7%	2%	-4%	1	-7%	-2%
Cn1c2ccccc2c(=O)c2cc(C#Cc3cccc(N)c3)ccc21	/	-3%	4.8µM*	?	?	/	?	-1%	-3	29%	0%
O=C(NCc1ccc(F)cc1)C1C2C=CC3(CN(Cc4cccnc4)C(=O)C13)O2 (centres undefined)	-8%	-1%	-4%	4%	-1%	6%	15%	1%	12	15%	-1%
CC12CCC3(CO)COC(c4ccccc4O1)C2C3 (centres undefined)	5%	0%	2%	8%	0%	0%	14%	5%	-2	-1%	1%
COc1cccc(S(=O)(=O)Nc2ccc(C(=O)Nc3ccncc3)cc2)c1	1%	12%	-4%	?	-6%	12%	-26%	2%	1	1%	0%
CC(C)c1nc2ccccc2n1CCC(=O)O	1%	-6%	5%	8%	0%	-34%	8%	-7%	1	5%	-1%
CN(C(=O)CC1C(=O)NCCN1Cc1ccoc1)C1CCOCC1 (centres undefined)	-13%	0%	14%	8%	1%	-1%	1%	1%	-1	0%	-5%
N#C/C(=C\Nc1ccc2c(c1)OCCO2)c1nc2ccccc2[nH]1	5µM*	10%	15µM*	?	-2%	3.2µM*	-32%	?	?	28%	?
C/C(Cn1nnc([N+](=O)[O-])n1)=N\NC(=O)c1ccccc1Cl	?	8%	2%	7%	-3%	?	-77%	2%	7	2%	-1%
COc1cccc(NC(=O)[C@H](Cc2c[nH]c3ccccc23)NC(=O)[C@@H]2Cc3ccccc3CN2)c1	-2%	0%	-3%	-4%	-8%	14%	5%	-1%	5	27%	-2%
Cc1ccccc1-c1nc(-c2cccnc2)no1	28%	2%	11µM*	?	?	-2%	9%	?	11	28%	?
O=C(NCCc1ccccc1F)/C(=C/c1cccnc1)NC(=O)c1ccccc1	2%	1%	9%	6%	0%	-4%	-9%	-5%	3	0%	-4%
CSc1nc2sc3c(c2c(=O)n1CC(C)C)CC(C)(C)OC3	0%	2%	5%	0%	-11%	12%	-26%	-2%	3	8%	-1%
Cc1ccc(S(=O)(=O)N/N=C/c2ccc(OS(=O)(=O)c3ccc(C)c([N+](=O)[O-])c3)cc2)cc1	-5%	1%	3%	?	0%	18%	10%	4%	-2	8%	0%
O=C(Cc1ccccc1)NCC(=O)OCC(=O)c1ccc(Cl)cc1	1%	1%	-4%	-1%	4%	-26%	-5%	11%	-1	?	1%
O=C(Nc1ccc([N+](=O)[O-])cc1)C(=O)Nc1cccc(C(=O)O)c1	1µM*	-1%	0.019µM*	?	?	0.35µM*	?	?	1	-11%	?
COc1cnc(-c2ccccn2)nc1Oc1ccc(F)cc1F	?	2%	?	14%	0%	5.6µM*	35%	22%	2	7%	-3%
O=C(NCC1CCCO1)C1CCN(c2ccc(S(=O)(=O)N3CCCC3)cc2)CC1 (centres undefined)	-5%	?	0%	-3%	-7%	25%	-17%	-6%	8	-2%	-2%
CCCCC(=O)Nc1cc(OC)c(NC(=S)NC)cc1OC	-5%	1%	-2%	8%	3%	-1%	0%	-3%	4	1%	-1%
N#Cc1c(NC(=O)CSc2nnc(-c3ccco3)n2-c2ccccc2)sc2c1CCC2	-2%	-10%	0%	2%	18%	-2%	-18%	-7%	-1	-1%	-2%
CCOC(=O)c1oc2ccccc2c1N	?	1%	-8%	?	6%	2%	?	5%	1	2%	-22%
Cc1csc(NC(=O)/C=C/c2ccc(C)o2)n1	-17%	-8%	11µM*	?	18%	4.5µM*	59%	27%	16	?	15%
O=C1CCCC/C1=C\Nc1ccc(O)cc1	-11%	-24%	?	?	?	31%	41%	15%	-7	20%	11%
COc1ccc(N2CCN(CC(=O)c3ccc(Cl)cc3)CC2)cc1	12%	9%	-1%	?	-2%	-1%	-13%	0%	3	3%	0%
COc1cccc(CNC(=O)C2CCN(S(=O)(=O)c3ccccc3)CC2)c1	7%	4%	2%	-13%	-1%	2%	4%	0%	26	-6%	-5%
CCCOc1ccc(S(=O)(=O)NCc2ccc(OC)cc2)cc1	?	3%	1%	?	-5%	-8%	-44%	0%	30	-3%	3%
COc1ccccc1NC(=O)CSc1nnc(Cn2cnc3ccccc32)n1C	8%	0%	6%	0%	3%	0%	0%	2%	-1	-4%	-3%
O=C1CC(C(F)(F)C(F)(F)C(F)(F)C(F)F)=Nc2ccccc2N1	7%	1%	0%	-2%	-1%	10%	-2%	-4%	8	-1%	2%
COc1cccc(-c2cc(C(=O)NCc3ccco3)c3ccccc3n2)c1	-2%	-2%	21µM*	?	-11%	35%	1%	1%	8	5%	9%
COc1ccc(NS(=O)(=O)c2cc(Br)cc3c2N(C(C)=O)CC3)cc1	-3%	-3%	1%	-25%	-4%	17%	-66%	-15%	3	-3%	-37%[inhibitor]
CCOc1cc(C(=O)N/N=C(\C)Cc2ccc(OC)cc2)cc(OCC)c1OCC	2%	7%	0%	-1%	5%	-34%	-12%	-5%	5	4%	-2%
O=C(COC(=O)c1cc(Cl)ccc1Cl)Nc1ccc2[nH]c(=O)[nH]c2c1	/	-12%	3%	0%	-1%	/	-1%	-3%	?	2%	14%
CC(=O)N1c2ccc(S(=O)(=O)N(C)CC(=O)NCc3ccc(C)cc3)cc2CC1C (centres undefined)	4%	-4%	2%	?	-2%	14%	1%	-4%	1	2%	3%
CC(Oc1ccccc1)C(=O)Nc1ccc(S(=O)(=O)N2CCN(C)CC2)cc1 (centres undefined)	/	-7%	-2%	0%	-4%	/	-9%	10%	-3	-6%	9%
N#Cc1ccc(C(=O)OCC(=O)N2CCN(C(=O)c3ccco3)CC2)cc1	/	15%	/	-2%	-1%	/	-17%	/	/	-3%	/
COc1cc(C(=O)NCc2ccc(S(N)(=O)=O)cc2)ccc1OCC(=O)N1CCOCC1	/	-9%	3%	11%	-1%	/	-23%	2%	2	1%	-2%
